# Artemis endo inh: blocks endonuclease activity of human Artemis | recombinant Artemis, quenched FAM hairpin cleavage fluorescence | inhibition, % at 10 µM | actives 0.78% (n = 30,000) | AID 686954;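 active = at 10 µM dose, at least 30% inhibition, measured as corrected fluorescence normalized to stimulator and neutral control wells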
# Target sequence (Q96SD1 whole entry, looked up): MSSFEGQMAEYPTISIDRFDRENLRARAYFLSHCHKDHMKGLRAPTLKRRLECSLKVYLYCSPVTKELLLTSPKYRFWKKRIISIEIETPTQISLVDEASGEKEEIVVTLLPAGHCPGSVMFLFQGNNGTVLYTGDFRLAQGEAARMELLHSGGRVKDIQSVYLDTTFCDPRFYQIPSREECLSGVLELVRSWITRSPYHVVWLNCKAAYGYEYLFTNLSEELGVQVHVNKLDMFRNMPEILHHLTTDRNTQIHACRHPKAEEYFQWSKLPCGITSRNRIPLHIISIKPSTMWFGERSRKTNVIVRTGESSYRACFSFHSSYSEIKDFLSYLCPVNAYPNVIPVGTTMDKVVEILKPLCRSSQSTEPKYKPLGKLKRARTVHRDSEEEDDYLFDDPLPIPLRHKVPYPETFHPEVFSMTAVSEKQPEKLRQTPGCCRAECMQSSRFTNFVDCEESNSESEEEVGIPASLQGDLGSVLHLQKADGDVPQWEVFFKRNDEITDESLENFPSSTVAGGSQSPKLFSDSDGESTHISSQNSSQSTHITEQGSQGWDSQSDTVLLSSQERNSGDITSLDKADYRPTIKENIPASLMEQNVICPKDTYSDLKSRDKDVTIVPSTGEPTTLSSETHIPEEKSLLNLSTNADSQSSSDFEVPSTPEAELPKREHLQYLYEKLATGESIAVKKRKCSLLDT
# The depositor's hits bear a star. The list is partial. The share of hits here may be higher or lower than overall.
no.	compound	Artemis endo inh
1	O=C(O)CC(NC(=O)OCc1ccccc1)c1ccc(Br)cc1 (stereo unspecified)	-2
2	Clc1ccc(CSc2nnc(-c3sccc3-n3cccc3)o2)cc1	1
3	CS(=O)(=O)N1CCN(Cc2ccccc2C(F)(F)F)CC1	-3
4	COCCCNC(=O)CCn1c(=O)c2ccccc2n(CC(=O)Nc2ccccc2C)c1=O	-13
5	CCOC(=O)c1c(C)[nH]c(C(=O)C(C)OC(=O)c2oc3ccccc3c2COC)c1C (stereo unspecified)	0
6	CCOc1ccc2nc(NC(=O)CS(=O)(=O)c3ccccc3)sc2c1	0
7	O=c1c2c(nc3nc(Cc4ccccc4)[nH]n13)CCC2	-3
8	O=C(NC1CCCCCC1)c1ccc2c(=O)n3c(nc2c1)CCCCC3	-3

# Next section.
no.	compound	Artemis endo inh
9	COCc1cc(C)n(CC(=O)Nc2ccc(Cl)cc2Cl)c(=O)c1C#N	-1
10	CC1(C)CC(=O)C(C=NCCN2CCN(C(=O)NC34CC5CC(CC(C5)C3)C4)CC2)=C(O)C1	0
11	O=C(NCCCN1CCOCC1)C1(c2ccccc2)CCCC1	1
12	O=C(CN1CCN(C(=O)c2ccccc2)CC1)Nc1ccc(Br)cn1	1
13	CC(C)(C)C(=O)NC1(C(F)(F)F)C(=O)Nc2c1c(=O)[nH]c(=O)n2Cc1ccco1 (stereo unspecified)	5
14	CC1(C)Cc2cccc(OCC(O)CNCc3ccccn3)c2O1 (stereo unspecified)	0
15	Cc1cc(C)n(-c2nc3sc4c(c3c3nnc(SCC(N)=O)n23)CC(C)(C)OC4)n1	10
16	CC(C)c1ccc(C(=O)CC2(O)C(=O)N(CN3CCOCC3)c3ccccc32)cc1 (stereo unspecified)	-5

# Going on with the list.
no.	compound	Artemis endo inh
17	COc1cccc(-n2nc(C(=O)Nc3ccc4c(c3)OCO4)c3ccccc3c2=O)c1	8
18	CC1(C)CC(=O)C=C(NCCN2CCN(C(=O)Nc3ccc(Cl)cc3)CC2)C1	-7
19	COc1ccc(OC)c(C(=O)CSc2nc3cccnc3n2C)c1	-1
20	COc1ccc(-c2nnc(SCC(=O)NCc3cccs3)n2CC(C)C)cc1	-2
21	CCC(=O)N(CCO)Cc1cc2ccc(C)c(C)c2[nH]c1=O	-8
22	CCOC(=O)c1cc(NC(=O)N2CCOCC2)c(C)nc1C	7
23	Cc1ccc(-c2nnc(SCC#N)n2N)cc1	-17
24	CCOC(=O)Cn1nnnc1C(CC)N(Cc1cccs1)Cc1cc2cc(C)ccc2[nH]c1=O (stereo unspecified)	14

# Filtered by structure, the compounds so far with an aryl thioether with sulfur outside any ring.
no.	compound	Artemis endo inh
2	Clc1ccc(CSc2nnc(-c3sccc3-n3cccc3)o2)cc1	1
15	Cc1cc(C)n(-c2nc3sc4c(c3c3nnc(SCC(N)=O)n23)CC(C)(C)OC4)n1	10
19	COc1ccc(OC)c(C(=O)CSc2nc3cccnc3n2C)c1	-1
20	COc1ccc(-c2nnc(SCC(=O)NCc3cccs3)n2CC(C)C)cc1	-2
23	Cc1ccc(-c2nnc(SCC#N)n2N)cc1	-17

# (further entries)
no.	compound	Artemis endo inh
25	Cc1cccc(C)c1OCC(=O)N1CC2(C)CC1CC(C)(C)C2 (stereo unspecified)	-4
26	Cc1cccc(C)c1NC(=O)CCCSc1nnc(-c2ccco2)n1-c1ccccc1	7
27	COc1ccc(OC)c(N2CC(O)=C(c3nc4ccccc4s3)C2=N)c1	10
28	COc1ccc(C2=CC(c3cc(OC)c(OC)c(OC)c3)NC(=S)N2)cc1 (stereo unspecified)	-19
29	CCOc1cc(S(=O)(=O)NCc2ccc3c(c2)OCO3)ccc1F	-4
30	CCOC(=O)c1c(NC(=O)CSc2nc3cccnc3n2C)sc(C(C)=O)c1C	11
31	CCOC(=O)C1CCN(c2nc(C)nc3c2oc2ccccc23)CC1	-2
32	Cc1ccc(C)c(N2CCN(C(=O)c3ccc(NS(=O)(=O)c4c(C)noc4C)cc3)CC2)c1	18

# (more compounds)
no.	compound	Artemis endo inh
33	CCOC(=O)N1CCN(C(=O)C(CC)n2nc(C)c3sc4ccccc4c3c2=O)CC1 (stereo unspecified)	13
34	CCC(C(=O)N1CCN(c2ccccn2)CC1)n1nc(C)n2c(cc3occc32)c1=O (stereo unspecified)	-5
35	COC(=O)c1cc(-c2c[nH]c3ccccc23)n[nH]1	-4
36	c1ccc(-c2ccc(-c3csnn3)cc2)cc1	-10
37	O=C1Nc2ccccc2C12OCCCCO2	-4
38	O=C(Cc1ncc(C(F)(F)F)cc1Cl)Nc1ccc(F)cc1	0
39	CCOC(=O)CCNC(=O)CNC(=O)OCc1ccccc1	2
40	CC1CCN(S(=O)(=O)c2ccc3[nH]cc(C(=O)NCCN4CCOCC4)c(=O)c3c2)CC1	9

# The listing continues.
no.	compound	Artemis endo inh
41	O=C(Nc1ccc2oc(-c3ccccc3)nc2c1)c1ccncc1	1
42	CCC(=O)Nc1cccc(NC(=S)NC(=O)Cc2ccccc2)c1	3
43	Cc1ccc2[nH]c3c(=O)n(CCN4CCOCC4)cnc3c2c1	3
44	CCOC(=O)c1cnn2c(C(F)(F)F)cc(-c3cn(C)nc3C)nc12	-6
45	COc1cc(N2C(=O)CSC23C(=O)Nc2ccccc23)cc(OC)c1OC (stereo unspecified)	13
46	COc1cc(C=C(C(C)=O)C(C)=O)ccc1O	3
47	O=C(NCCc1ccccc1)c1cccnc1	-7
48	N#Cc1c(-c2ccncc2)c2c([nH]c1=S)CCCC2	-9

# Continued:
no.	compound	Artemis endo inh
49	CCOC(=O)c1c(NC(=O)Cn2nnc(-c3ccccc3Cl)n2)sc(C)c1C	-3
50	CCCC(c1nnnn1CC(=O)OCC)N(Cc1cc2c(C)cc(C)cc2[nH]c1=O)C1CCCC1 (stereo unspecified)	5
51	CCOCCOC(=O)C(C)Sc1n[nH]c(=O)[nH]c1=O (stereo unspecified)	6
52	Cc1nn(CC(=O)Nc2nnc(CC(=O)N3CCCC3)s2)c(=O)c2ccccc12	3
53	Cc1ccc(-c2nn(CC(=O)NCCN3CCOCC3)c(=O)c3ccccc23)cc1	9
54	Cc1nc2ccc(NC(=O)c3ccc(S(=O)(=O)N4CCOCC4)cc3)cc2s1	-4
55	CC(C)(C)c1ccc(CSc2nnc(-c3ccccn3)n2Cc2ccco2)cc1	17
56	Cc1cc(=O)[nH]c(Nc2c(C)n(C)n(-c3ccccc3)c2=O)n1	5

# (cont.)
no.	compound	Artemis endo inh
57	O=C(Cc1ccc(F)cc1)Nc1c2c(nn1-c1cccc(Cl)c1)CS(=O)C2 (stereo unspecified)	-11
58	CS(=O)(=O)Nc1ccc2c3c(cccc13)CC2	1
59	COc1ccc2nc(NC(=O)c3ccc(Br)s3)sc2c1	20
60	Nc1c(C(=O)Nc2ccccc2)sc2nc3c(c(-c4ccco4)c12)CCCC3	11
61	Cc1ccc(CN2C(=O)CCC2C(=O)N2CCN(c3ccc(F)cc3)CC2)cc1 (stereo unspecified)	-3
62	CN(Cc1ccccc1)C(=O)CN(c1ccc(F)cc1)S(=O)(=O)c1ccc2c(c1)OCCO2	5
63	CC(C)Sc1nc2c(c(=O)[nH]c(=O)n2C)n1CCc1ccccc1	3
64	Cn1c(=NC(=O)CSCC(=O)N2CCCC2)sc2ccccc21	-3

# Next results.
no.	compound	Artemis endo inh
65	Cc1nn(C)c(C)c1-c1c(C#N)c(N)nc2c1CCCCCC2	8
66	O=C(CN(Cc1ccccc1)C(=O)CCC(=O)Nc1nccs1)NCc1ccco1	-5
67	O=C(CCCOc1ccccc1)Nc1ccc(Br)cc1	1
68	C=CCN(CC=C)CC(=O)Nc1ccc(S(N)(=O)=O)cc1	-4
69	CC(=O)N/C(=C\c1ccccc1Cl)C(=O)O	-10
70	CC1(C)Cc2c(C#N)c(N3CCOCC3)nc(Cc3ccccc3)c2CO1	5
71	Cc1ccc(NC(=O)C(C)N2CCOCC2)c(C(=O)c2ccccc2)c1 (stereo unspecified)	-1
72	COc1cccc(NC(=O)c2ccccc2-c2nc(-c3cccc(C)c3)no2)c1	7

# Continued:
no.	compound	Artemis endo inh
73	C#CC[N+]1(CC#Cc2ccccc2)CCOCC1	-5
74	CCOC(=O)c1c(C)nc2sc3c(=O)n(-c4ccc(C)cc4)cnc3c2c1-c1ccc(OC)cc1	-2
75	Cc1cccc(Cc2cnc(NC(=O)CN3C(=O)/C(=C/c4ccccc4)SC3=S)s2)c1	8
76	CCCCP(=O)(CCCC)Cc1ccccc1O	8
77	Cc1[nH]n(-c2ccccc2)c(=O)c1C(C[N+](=O)[O-])c1ccc(Br)cc1 (stereo unspecified)	34*
78	Cc1cc(C)c(N=C2CCCN2Cc2ccccc2)c(C#N)c1	-3
79	O=C(OCCN1CCOCC1)c1ccc(OCCN2CCOCC2)cc1	-4
80	CCOc1ccc(CCNS(=O)(=O)c2c(C)n[nH]c2C)cc1OCC	-3

# 3 neighbouring entries already listed:
no.	compound	Artemis endo inh
73	C#CC[N+]1(CC#Cc2ccccc2)CCOCC1	-5
74	CCOC(=O)c1c(C)nc2sc3c(=O)n(-c4ccc(C)cc4)cnc3c2c1-c1ccc(OC)cc1	-2
75	Cc1cccc(Cc2cnc(NC(=O)CN3C(=O)/C(=C/c4ccccc4)SC3=S)s2)c1	8

# Next entries follow:
no.	compound	Artemis endo inh
81	CCOc1ccccc1NC(=O)CSc1nc(N)c(C#N)cc1C#N	-5
82	CCN1C(=O)C(Cc2nc3ccccc3c(=O)n2C)c2ccccc21 (stereo unspecified)	6
83	CN=C1SC(CC(=O)Nc2sc3c(c2C#N)CCCC3)C(=O)N1C (stereo unspecified)	1
84	Cc1ccc(Cl)cc1N1CCN(S(=O)(=O)c2cccc(S(=O)(=O)N3CCCC3)c2)CC1	0
85	O=c1n(Cc2ccccc2F)c2ccccc2n1Cc1ccccc1F	15
86	CC(C)CC(c1nnnn1CC1CCCO1)N1CCN(Cc2ccc3c(c2)OCO3)CC1 (stereo unspecified)	-1
87	CN1CCCCCC1=Nc1ccccc1C#N	-1
88	O=[N+]([O-])c1ccc(N2CCCC2)cc1NC(c1ccccc1)c1ccccc1	-2

# New compounds follow
no.	compound	Artemis endo inh
89	CCOC(=O)C(O)(NC(=O)c1cccnc1)C(F)(F)F (stereo unspecified)	-9
90	COc1ccc(NC(=O)COC(=O)c2c3c(nc4ccccc24)CCCC3)cc1Cl	3
91	COc1ccc(C(=S)N2CCOCC2)cc1OC(=O)c1cc([N+](=O)[O-])c(C)c([N+](=O)[O-])c1	15
92	O=C(Nc1scc(-c2cccs2)c1C(=O)O)c1cccs1	3
93	Cc1cc(C(=O)OCC(=O)N2CCc3ccccc32)c(C)o1	-3
94	CCOC(=O)N1CCN(c2ccc(F)cc2[N+](=O)[O-])CC1	-1
95	Cc1ccc(/C=N\NC(=O)C2COc3cc4ccccc4cc3O2)o1 (stereo unspecified)	4
96	CC1(C)N=C(/C=N/O)C=[N+]1[O-]	3

# Next part:
no.	compound	Artemis endo inh
97	O=C(NC(=S)NCCc1ccccc1)c1ccco1	-17
98	CCC(=O)Nc1nn(C)c2nc3c(C)cccc3cc12	0
99	Cc1ccc(CC(=O)NCCCc2ccccc2)cc1	0
100	COC(=O)CCC(=O)Nc1sc(C)c(C)c1C(N)=O	1
101	O=c1oc2cc(OCc3c(F)cccc3Cl)ccc2cc1-c1ccccn1	2
102	N#CCCNc1ccc(OCCC#N)cc1	-3
103	COc1cccc(COc2nc3c(c(=O)n(C)c(=O)n3C)n2C)c1	-2
104	Cc1c(N=C2NC(=O)C(CC(=O)Nc3ccccc3)S2)c(=O)n(-c2ccccc2)n1C (stereo unspecified)	-5

# Individual results from the entries so far.
# Entry for entry 100 under Artemis endo inh: 1
# Entry for entry 101 under Artemis endo inh: 2
# Entry for entry 99 under Artemis endo inh: 0

# More compounds.
no.	compound	Artemis endo inh
105	COc1cccc(C(=O)CSc2nc3ccccc3n2CC(=O)N(C(C)C)C(C)C)c1	-2
106	CCOC(=O)c1ccc(S(=O)(=O)NC2CCCCCCC2)n1C	-1
107	Clc1ccc(Oc2nc(N3CCOCC3)nc(N3CCOCC3)n2)c(C2CCCCC2)c1	0
108	CN(C)c1oc(-c2ccc(OCc3ccccc3)cc2)nc1C#N	17
109	CCOC(=O)C1=C(O)C(=O)N(c2ccc(S(N)(=O)=O)cc2)C1c1ccc(Cl)cc1 (stereo unspecified)	2
110	COC(=O)C1=C(C)Nc2nnnn2C1c1ccccc1Cl (stereo unspecified)	-5
111	N#CC12CCCCC1CC1CCCCC1(C#N)N2CCO (stereo unspecified)	4
112	Cc1c(NC(=O)c2cc3nc(-c4ccccc4)cc(C)n3n2)c(=O)n(-c2ccccc2)n1C	0

# (cont.)
no.	compound	Artemis endo inh
113	O=C(CSc1nnc(Cc2csc(Nc3cccc(Cl)c3)n2)o1)N1CCc2ccccc21	16
114	CC(C)OC(=O)c1cccc(C(=O)O)n1	2
115	CN1C(=O)CC(N2CCN(CC(=O)N3CCCC3)CC2)C1=O (stereo unspecified)	-7
116	COc1ccc(OC)c(NC(=O)C23CCC(C)(C(=O)O2)C3(C)C)c1 (stereo unspecified)	-3
117	CCOc1ccc(C)cc1S(=O)(=O)n1ccc(C)n1	-7
118	COc1ccc(NC(=O)CNS(=O)(=O)c2ccc3nc(C)sc3c2)c(OC)c1	-4
119	CS(=O)(=O)c1ccccc1-c1nc(-c2ccc(C(F)(F)F)cc2)no1	0
120	Brc1cccc(-c2cnc3n2CCCCC3)c1	-4

# Remaining list, next part
no.	compound	Artemis endo inh
121	CCCCCc1c(O)nc(SCC(=O)NCC2CCCO2)[nH]c1=O (stereo unspecified)	-8
122	Cc1ccc(NS(=O)(=O)c2cc(OCC(N)=O)c(C)cc2Cl)cc1C	-5
123	C(=N\n1cnnc1)/c1cccc(OCCOc2ccccc2)c1	3
124	NC(=O)C1(c2ccccc2)CCOCC1	-3
125	C=CCN(C(=O)CN1CCOCC1)c1nc(C)c(-c2ccccc2)s1	-6
126	COc1ccc(C(=O)NCC(=O)OCC(=O)N2CC(C)CC(C)C2)cc1 (stereo unspecified)	-33
127	CC1(C)Cc2c(C#N)c(NCC3CCCO3)nc(-c3ccco3)c2CO1 (stereo unspecified)	0
128	CCn1c2ccccc2c2cc(NC(=S)N3CCOCC3)ccc21	-1

# Next records
no.	compound	Artemis endo inh
129	COc1ccc(NC(=O)c2ccccn2)cc1	-9
130	CCCCn1c(NC(=O)C2CCCCC2)nc2ccccc21	6
131	CCOC(=O)c1c(NC(=O)Cc2cccs2)sc(C(=O)NC2CCCC2)c1C	6
132	COc1cccc(S(=O)(=O)NCc2ccc(C(=O)Nc3ccc(C)cc3)cc2)c1	-6

# Entries by screen from above:
# Artemis endo inh, entries 129–132: -9, 6, 6, -6

# High-throughput results (PubChem)
